# V1R ag counter – V1a receptor agonism, counter-screen for OXTR agonists. P37288. CHO-V1R cells, Fluo-8 calcium fluorescence, agonist mode; 0% DMSO, 100% 3 nM vasopressin. activation, % at 3 µM. 320,000 compounds, 0.25% hits;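 active = activation above the mean activation of all tested compounds plus 3 SD, per screening run, cut at about 20% in these data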;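 also: signal is peak over basal fluorescence ratio across a 100 second FLIPR read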
# TAAR1 antag – antagonists of human TAAR1. Q96RJ0. CHO RD-HGA16 TAAR1, Fluo-8 calcium fluorescence, antagonist. inhibition, % at 3 µM. 360,000 compounds, 1.5% hits. AID 624466;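 active = inhibition above a per-plate cutoff, the mean inhibition of test compounds on that plate plus 3 SD, cut at about 49% in these data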;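 also: 0% = DMSO plus EC80 beta-PEA response and 100% = DMSO alone without agonist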
# Target sequence (Q96RJ0 whole entry, looked up): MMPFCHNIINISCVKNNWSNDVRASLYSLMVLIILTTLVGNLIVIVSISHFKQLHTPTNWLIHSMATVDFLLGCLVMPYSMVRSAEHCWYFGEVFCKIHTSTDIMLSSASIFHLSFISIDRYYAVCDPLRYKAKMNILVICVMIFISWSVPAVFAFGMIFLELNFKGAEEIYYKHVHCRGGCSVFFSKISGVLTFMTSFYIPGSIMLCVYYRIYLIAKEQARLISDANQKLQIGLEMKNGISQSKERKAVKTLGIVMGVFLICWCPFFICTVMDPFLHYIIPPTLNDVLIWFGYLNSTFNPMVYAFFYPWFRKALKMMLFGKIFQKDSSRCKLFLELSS
#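 System: RD-HGA16 CHO cells with stable hTAAR1 and Gα16 | Probe or stimulus: EC80 β-phenethylamine stimulus | Dosing: 3 µM, single point | Times: Dye loading 75 min at 37 °C, then 30 min room temperature | Measured by: Fluo-8 calcium-sensitive fluorescence | Read-out basis: % inhibition of agonist calcium response | Replicates: n of 1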
# CHRM1 PAM – potentiates human M1 receptor response to acetylcholine. 360,000 compounds, 0.088% hits. P11229. CHO-K1 hM1, Fluo-8 calcium fluorescence, ACh EC20; 0% = ACh EC20, 100% = maximal ACh. AID 588819. activation, % at 3 µM; in the data active = activation above about 19%, passing the limit was not always enough
# Target sequence (P11229 whole entry, looked up): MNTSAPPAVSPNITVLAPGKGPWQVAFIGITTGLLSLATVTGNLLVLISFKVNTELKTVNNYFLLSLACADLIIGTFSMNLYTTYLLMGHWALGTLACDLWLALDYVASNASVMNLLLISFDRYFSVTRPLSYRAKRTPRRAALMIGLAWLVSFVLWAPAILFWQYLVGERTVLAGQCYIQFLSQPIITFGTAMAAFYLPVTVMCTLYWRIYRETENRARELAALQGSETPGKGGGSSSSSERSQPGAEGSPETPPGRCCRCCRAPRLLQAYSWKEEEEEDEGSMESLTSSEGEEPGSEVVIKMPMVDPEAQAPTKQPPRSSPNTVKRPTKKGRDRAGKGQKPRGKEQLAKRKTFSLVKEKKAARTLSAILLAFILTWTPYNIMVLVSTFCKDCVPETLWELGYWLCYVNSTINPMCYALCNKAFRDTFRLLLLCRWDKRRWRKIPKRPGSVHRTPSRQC
# OXTR potentiator – potentiates the human oxytocin receptor response. 320,000 compounds, 0.061% hits. activation, % at 3 µM. CHO-OTR cells, Fluo-8 calcium fluorescence, potentiator mode; 0% = oxytocin EC15, 100% = EC100. AID 2445. P30559;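 active = activation above that plate's cutoff, the mean activation of tested compounds plus 3 SD, cut at about 6.6% in these data, passing the limit was not always enough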;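 also: 100% uses oxytocin at 75 nM as the full agonist control; some results filed as inactive read as strong as hits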
#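 Assay system: CHO cell line stably expressing human OTR | Also added: Oxytocin at about EC15, sub-maximal agonist stimulus | Times: Compound 6 min at room temperature before oxytocin, 100 s read | Measured by: Fluo-8 intracellular calcium fluorescence, ex 470-495, em 515-575 nm | Controls: EC15 oxytocin alone as 0%, 75 nM oxytocin as 100%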
# CHRM1 agonist – human M1 muscarinic receptor agonism; CHO-K1 hM1, Fluo-8 calcium fluorescence, agonist mode; 0% DMSO, 100% acetylcholine EC100; activation, % at 3 µM; 360,000 compounds, 0.33% hits; AID 588814;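 active = activation above the run's mean compound activation plus 3 SD, cut at about 16% in these data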;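 also: peak over basal fluorescence ratio within a 140 s kinetic read after compound addition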
# TAAR1 agonist – human TAAR1 agonism; CHO RD-HGA16 TAAR1, Fluo-8 calcium fluorescence; vehicle wells 0%, saturating PEA agonist 100%; Q96RJ0; activation, % at 3 µM; 360,000 compounds, 0.99% hits; AID 624467;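 active = activation above the mean activation of all test compounds in the run plus 3 SD, cut at about 38% in these data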
#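 Test system: RD-HGA16 (CHO) cells co-expressing Gα16 and hTAAR1 | Doses: Single dose, 3 µM | Schedule: 17-24 h seeding, 75 min 37 °C dye, 30 min RT | Evaluation: % activation from peak over basal fluorescence ratio, DMSO-to-PEA scaled | Technique: Kinetic Fluo-8 calcium fluorescence | Benchmarks: Low control DMSO, high control PEA (EC100)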
# CHRM1 antagonist – blocks human M1 muscarinic receptor. P11229. CHO-K1 hM1, Fluo-8 calcium fluorescence, ACh EC80 antagonist. inhibition, % at 3 µM. 360,000 compounds, 1.3% hits. AID 588852;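 active = percent inhibition above its own plate's cutoff, namely the mean of that plate's compound wells plus 3 SD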;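 also: peak over basal fluorescence ratio during 140 s after agonist addition; 0% = ACh EC80 plus DMSO and 100% = DMSO alone without agonist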
# CHO parental Ca – signal in parental CHO cells, OX1R antagonist counter-screen; parental CHO-K1, ATP-induced calcium, Fluo-8 fluorescence; 330,000 compounds, 0.63% hits; inhibition, % at 5.6 µM; AID 463079;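 active = inhibition above that plate's mean sample inhibition plus 3 SD, cut at about 26% in these data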;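 also: 0% = ATP-challenged DMSO wells and 100% = DMSO wells without ATP; some compounds past the cut are filed as inactive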
#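 Measured by: calcium-sensitive Fluo-8 fluorescence / Test system: CHO parental line / Controls: ATP-challenged DMSO wells low, unchallenged DMSO wells high / Measure: % inhibition / Compound: single nominal dose of 5.6 µM per compound / Replicates: single well per compound, no replicates / Reagent: ATP as calcium-mobilizing challenge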
# OXTR agonist – agonists of human oxytocin receptor; CHO-OTR cells, Fluo-8 calcium fluorescence; normalized: DMSO 0%, oxytocin 100%; activation, % at 3 µM; P30559; 320,000 compounds, 0.32% hits;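 active = activation above the mean of all tested compounds plus 3 SD, cutoff set per screening run, cut at about 20% in these data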;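 also: peak over basal fluorescence ratio from a 100 s FLIPR kinetic read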
# Active calls of the source: *; . = no result given. Outcome played no part in choosing rows; about 3.7% have a hit in one of these screens.
no.	smiles	V1R ag counter	TAAR1 antag	CHRM1 PAM	OXTR potentiator	CHRM1 agonist
1	Cc1ccc2occ(C(c3nnnn3C3CCCC3)N3CCN(C(=O)c4ccco4)CC3)c(=O)c2c1 (configuration not stated)	3.6	46	-2	-7	-8
2	O=C(N/N=C/c1ccc(N2CCOCC2)cc1)c1ccccc1OCCOc1ccccc1	0.2	48	-10	-22	1
3	Cc1ccc(C(=O)Nc2cc(C(C)C)c(O)c(C(C)C)c2)cc1	-0.7	-27	-9	-1	-9
4	CC(C)[C@H](NC(=O)c1ccc(Cl)c([N+](=O)[O-])c1)C(=O)O	0.0	-12	6	-5	-1
5	S=c1[nH]nc(Cc2ccc(Br)cc2)n1/N=C/c1ccc(Cl)cc1	-0.3	-27	8	-6	-3
6	COc1ccc(C(CNC(=O)c2ccco2)N2CCCCC2)cc1 (configuration not stated)	2.1	5	-4	-8	-13
7	CSc1nc(-c2ccccc2)nn1C(=O)c1ccc(Cl)cc1	-0.4	-11	-1	-12	-2
8	Cc1nn(C(=O)c2ccco2)c(C)c1Sc1ccc([N+](=O)[O-])cc1	1.1	-10	-7	-4	0

no.	TAAR1 agonist	CHRM1 antagonist	CHO parental Ca	OXTR agonist
1	37	2	-18	5.6
2	16	3	-22	-2.2
3	-3	4	-9	-2.3
4	1	-7	9	0.1
5	2	-12	-14	-0.7
6	8	-2	-19	-0.1
7	9	-19	6	-0.6
8	12	-1	4	1.7

# Further compounds follow:
no.	smiles	V1R ag counter	TAAR1 antag	CHRM1 PAM	OXTR potentiator	CHRM1 agonist
9	COC(=O)c1cc(COC(=O)c2ccc3ccccc3n2)oc1C	2.9	5	3	-2	-1
10	COc1ccc(NS(=O)(=O)c2ccc3[nH]c(=O)[nH]c3c2)cc1OC	0.5	-14	9	-16	-4
11	COC(=O)c1ccc2c(c1)NC(=O)C(N1CCCC1)S2 (configuration not stated)	-0.7	2	3	-6	1
12	CCC(CC)C(=O)Nc1nc(-c2ccc3c(c2)CCN3C(=O)C2CC2)c(C)s1	-0.7	30	6	-3	-4
13	COC1=C(N2CCOCC2)C(=O)c2ccccc2C1=O	1.2	7	0	-16	-2
14	COc1ccccc1N1CCN(C(=O)COc2ccc(Cl)cc2Br)CC1	-1.3	3	5	-26	-4
15	COc1ccccc1N1CCN(C(=O)c2ccc3noc(-c4ccccc4)c3c2)CC1	.	11	0	.	7
16	Cc1cccc(NS(=O)(=O)c2cccc([N+](=O)[O-])c2)n1	0.5	20	5	3	-4

no.	TAAR1 agonist	CHRM1 antagonist	CHO parental Ca	OXTR agonist
9	6	-4	-10	7.5
10	6	-16	15	0.0
11	5	-8	8	0.0
12	1	-2	-22	-2.4
13	0	-3	-5	1.1
14	1	-8	-15	-1.1
15	1	-10	.	.
16	12	1	-4	0.7

# Along the list, as entered above.
# CHRM1 antagonist, entries 9–16: -4, -16, -8, -2, -3, -8, -10, 1
# TAAR1 antag, entries 9–16: 5, -14, 2, 30, 7, 3, 11, 20

# (further entries)
no.	smiles	V1R ag counter	TAAR1 antag	CHRM1 PAM	OXTR potentiator	CHRM1 agonist
17	CCOc1ccc(CCNC(=O)COC(=O)Cc2ccc(OC)c(OC)c2)cc1OCC	-0.6	11	13	-3	-1
18	Cc1cccc(CCNC(=O)C2CCCN(c3cnccn3)C2)c1 (configuration not stated)	4.6	-12	12	1	1
19	Cc1nn(-c2ccccc2)c(C)c1C(=O)OCc1ccc(C#N)cc1	-0.1	12	-2	-11	-7
20	COc1ccc(Cl)cc1C(=O)OCC(=O)NCc1cccs1	0.0	-7	12	-1	-3
21	COc1cc(NC(=S)N2CCCC(CO)C2)c(OC)cc1Cl (configuration not stated)	-1.8	7	2	-4	-6
22	CCOC(=O)c1cc2sccc2n1CC(=O)N1c2ccccc2CC1C (configuration not stated)	0.3	14	-4	-5	-3
23	Cc1cc(NC(=O)CN2C(=O)NC3(CCCCC3)C2=O)ccc1N1CCCC1	.	-28	-1	.	-4
24	COc1cc(CN(C)C)cc(C=O)c1O	1.5	.	-1	6	-3

no.	TAAR1 agonist	CHRM1 antagonist	CHO parental Ca	OXTR agonist
17	-1	-13	-15	-0.8
18	1	-4	-9	1.2
19	7	-4	-4	-1.4
20	8	-16	-12	0.1
21	9	-4	-2	-1.1
22	4	9	-5	-0.8
23	2	3	.	.
24	.	-4	3	-0.7

# Next section
no.	smiles	V1R ag counter	TAAR1 antag	CHRM1 PAM	OXTR potentiator	CHRM1 agonist
25	COc1ccc(S(=O)(=O)Nc2ccccc2)cc1	0.0	7	5	-5	-5
26	COc1ccccc1NCC(=O)Nc1cc(S(=O)(=O)N2CCOCC2)ccc1N1CCOCC1	2.2	-9	0	-17	-4
27	Fc1ccc(OCCCCCN2CCCC2)cc1	0.1	-6	-8	-4	-14
28	COc1ccc(S(=O)(=O)c2nnn(-c3cccc(OC)c3)c2N)cc1	6.3	23	4	-32	6
29	CCCOC(=O)c1ccc(NC(=O)COC(=O)C2CCN(c3ccc(C(F)(F)F)cn3)CC2)cc1	.	-11	3	.	-6
30	COc1ccc(CN2C(=O)C(CC(=O)NCc3ccco3)CC(C(=O)N(C(C)C)C(C)C)=C2C)cc1 (configuration not stated)	.	-36	-6	.	-6
31	NC(=O)Cn1ccc(O)c(Cc2ccc(Cl)cc2Cl)c1=O	0.2	-13	2	-7	-2
32	CC(=O)NC12CC3CC(C1)CC(C(=O)N1CCN(c4ncccn4)CC1)(C3)C2	-0.5	-31	14	4	-2

no.	TAAR1 agonist	CHRM1 antagonist	CHO parental Ca	OXTR agonist
25	3	-2	-33	0.4
26	3	4	-7	1.0
27	0	9	-11	0.2
28	14	-2	-7	5.7
29	6	-1	.	.
30	-3	9	.	.
31	-1	-3	-6	-0.1
32	0	-17	-7	0.5

# Compound profiles, as listed above. Values in the order: V1R ag counter	TAAR1 antag	CHRM1 PAM	OXTR potentiator	CHRM1 agonist	TAAR1 agonist	CHRM1 antagonist	CHO parental Ca	OXTR agonist
# CCCOC(=O)c1ccc(NC(=O)COC(=O)C2CCN(c3ccc(C(F)(F)F)cn3)CC2)cc1 is listed with .	-11	3	.	-6	6	-1	.	.
# COc1ccc(CN2C(=O)C(CC(=O)NCc3ccco3)CC(C(=O)N(C(C)C)C(C)C)=C2C)cc1 (configuration not stated) is listed with .	-36	-6	.	-6	-3	9	.	.
# CC(=O)NC12CC3CC(C1)CC(C(=O)N1CCN(c4ncccn4)CC1)(C3)C2 is listed with -0.5	-31	14	4	-2	0	-17	-7	0.5

# Additional compounds follow:
no.	smiles	V1R ag counter	TAAR1 antag	CHRM1 PAM	OXTR potentiator	CHRM1 agonist
33	Cc1cc(C)c(C#N)c(SCC(=O)Nc2cc(C)on2)n1	0.5	21	6	-5	-2
34	Cc1cccc(N2CCN(c3nc4ccccc4n4cnnc34)CC2)c1C	0.7	-10	2	-4	0
35	CC(NC(=O)Cc1ccc(F)cc1)c1ccc(F)cc1 (configuration not stated)	-0.2	-3	6	-5	-9
36	Nc1c(N(CCC2=CCCCC2)C(=O)Cc2ccccc2F)c(=O)[nH]c(=O)n1Cc1ccccc1	6.0	18	-1	-8	7
37	Cn1nc(Oc2nc(N3CCOCC3)nc(N3CCOCC3)n2)ccc1=O	0.4	-3	7	1	-4
38	CCn1c(=O)c2sccc2n(Cc2cc(C(=O)OC)ccc2OC)c1=O	0.2	-24	5	0	-6
39	O=C(Nc1cccnc1Cl)c1ccc2c(Cl)c3c(nc2c1)CCC3	.	-6	2	.	-9
40	COc1ccc(/C=N/NC(=O)CNc2n[nH]c(=O)[nH]c2=O)cc1OC	0.4	-1	-9	-2	-4

no.	TAAR1 agonist	CHRM1 antagonist	CHO parental Ca	OXTR agonist
33	4	-7	-15	0.7
34	-1	1	-5	0.2
35	2	-3	-11	-1.0
36	15	5	-12	5.8
37	8	-7	8	1.1
38	1	-7	-5	-0.8
39	5	-2	.	.
40	0	16	5	1.0

# (list continues)
no.	smiles	V1R ag counter	TAAR1 antag	CHRM1 PAM	OXTR potentiator	CHRM1 agonist
41	Nc1ccccc1SCc1c(Cl)cccc1Cl	-0.9	-20	3	-8	-7
42	COc1ccc(/C(C)=N/Nc2cc(C(F)(F)F)ccc2Cl)c(OC)c1	1.0	.	.	3	.
43	O=C(CSc1nnc(SCc2ccccc2)s1)N/N=C/c1ccc(Cl)cc1Cl	0.4	8	6	2	-5
44	COC(=O)C1=C(C)N(c2ccc(OC)cc2)C(=O)/C1=C\c1cccs1	-0.7	-9	5	-8	-8
45	CN(C)C(=O)N1CCC(C(=O)NCC2CCCO2)CC1 (configuration not stated)	0.8	-11	8	3	-1
46	Oc1oc(-c2ccccc2)nc1/C=N/c1nccs1	0.5	-10	-1	-8	-6
47	COc1cc2nc(SCC(=O)c3ccc(Br)cc3)n3nc(C)nc3c2cc1OC	0.8	1	0	1	-6
48	CSCCC(NC(=O)c1ccccc1)C(=O)NCC(C)(C)N1CCOCC1 (configuration not stated)	0.7	-8	-1	2	-4

no.	TAAR1 agonist	CHRM1 antagonist	CHO parental Ca	OXTR agonist
41	1	-15	-5	-4.3
42	.	.	-35	-0.1
43	4	-10	-6	-0.1
44	1	-3	-6	-1.1
45	-1	-18	-8	0.6
46	4	2	-1	0.4
47	2	0	-8	0.5
48	1	0	-11	-0.6

# Carrying on:
no.	smiles	V1R ag counter	TAAR1 antag	CHRM1 PAM	OXTR potentiator	CHRM1 agonist
49	Cc1ccc(S(=O)(=O)N(C)C[C@H]2OCc3cn(nn3)CCCC(=O)N([C@@H](C)CO)C[C@@H]2C)cc1	.	-4	11	.	-3
50	O=C(O)Cc1nn(Cc2ccc(Cl)cc2)c(=O)c2ccccc12	1.1	1	6	-6	-3
51	COC(=O)c1cnc(NNS(=O)(=O)c2ccc(C(F)(F)F)cc2)nc1C(F)(F)F	1.1	9	3	-6	-6
52	CC(C)C[C@@]12C(=O)N(c3cccc(F)c3)C(=O)N1[C@H](c1ccc(Cl)cc1)[C@@H]1C(=O)N(C3CCCCC3)C(=O)[C@@H]12	1.3	-13	7	-3	-3

no.	TAAR1 agonist	CHRM1 antagonist	CHO parental Ca	OXTR agonist
49	0	-18	.	.
50	14	-10	-14	-0.1
51	11	-12	-9	1.8
52	-1	-6	-29	-0.1

# High-throughput results deposited in PubChem by The Scripps Research Institute Molecular Screening Center.
